# From PubChem BioAssay
# AmpC inh detg – AmpC beta-lactamase inhibition with detergent present; 370,000 tested, 0.041% active; AmpC hydrolysis of nitrocefin, absorbance 480 nm, 0.01% Triton; P00811; Potency, µM (doses to about 114 µM), for the others: at the highest dose activity change, negative = inhibition, most hits filed as inhibitors;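 also: potency is read from the fitted curve at half-maximal effect; 0% = no-compound wells and -100% = no-enzyme wells; nearly all actives have a fitted effect of over 25% in size; some results filed as inactive show a strong effect at the top dose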
# Target sequence (P00811 whole entry, looked up): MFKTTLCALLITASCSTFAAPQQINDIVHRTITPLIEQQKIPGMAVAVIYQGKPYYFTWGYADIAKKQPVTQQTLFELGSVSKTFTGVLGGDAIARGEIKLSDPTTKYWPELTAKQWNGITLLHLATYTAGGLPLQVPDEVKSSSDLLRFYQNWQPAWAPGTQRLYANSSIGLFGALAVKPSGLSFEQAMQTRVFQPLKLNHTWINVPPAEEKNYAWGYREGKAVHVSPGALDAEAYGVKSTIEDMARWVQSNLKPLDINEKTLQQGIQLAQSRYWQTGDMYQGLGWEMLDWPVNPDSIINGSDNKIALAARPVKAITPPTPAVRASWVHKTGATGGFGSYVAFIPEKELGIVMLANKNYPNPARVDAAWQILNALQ
#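 20 mM phosphate pH 7.0 + 0.01% (detergent screen) or 0.0001% Triton X-100; 5.3 nM AmpC reagent; cpd preinc 15 min RT; nitrocefin (800 uM stock) to start; A480 q20 s × 4 min; Activity was normalised to no-enzyme and no-compound control wells.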
# AmpC inh no detg – inhibitors of E. coli AmpC beta-lactamase without detergent; Potency, µM (titrated, usually from 57.1 µM), for the others: top-dose activity change, negative = inhibition, most hits filed as inhibitors; P00811; AID 485341; 330,000 tested, 0.52% active; AmpC nitrocefin hydrolysis, absorbance 480 nm, 0.0001% Triton;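 also: potency is read from the fitted curve at half-maximal effect; plate controls were no compound for no effect and no enzyme for full effect; nearly all actives have a fitted effect of over 20% in size; some results filed as inactive show a strong effect at the top dose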
#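 20 mM phosphate pH 7.0 + 0.01% (detergent screen) or 0.0001% Triton X-100; 5.3 nM AmpC reagent; cpd preinc 15 min RT; nitrocefin (800 uM stock) to start; A480 q20 s × 4 min; Activity was normalised to no-enzyme and no-compound control wells.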
# HCMV antiviral – human cytomegalovirus inhibition; 410,000 tested, 4.5% active; AID 1259415; activity change, negative = inhibition, % at 57.5 µM; HFF cells, HCMV-luciferase reporter, 72 h; stronger effect = lower value; in the data active = activity change below about -60%; inconclusive = no clear call, values can overlap the other calls; inactive = above about -39%
#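 Inhibition of viral replication was scored as loss of reporter luminescence in HFFs infected with HCMV-luciferase (MOI 1 PFU/cell) for 72 h; compounds tested at 2 doses, normalized to buffer and Salinomycin controls.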
# TbPYK inhibitor – T. brucei pyruvate kinase inhibition; Q57TT1; TbPYK enzyme, Kinase-Glo Plus ATP luminescence, 45 min; Potency, µM (doses to about 76.8 µM), without a hit: top-dose activity, negative = inhibition, most hits filed as inhibitors; 410,000 tested, 0.12% active; AID 624173; also: potency is read from the fitted curve at half-maximal effect; nearly all actives have a fitted effect of over 50% in size
#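 Assay buffer: 50 mM TEA pH 7.2, 100 mM KCl, 10 mM MgCl2, 0.05% BSA, 0.01% Tween-20. Pyruvate kinase from T. brucei plus substrate met compound, then ADP (130 uM final). Luminescence was read post 45 min RT.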
# LmPK inh – inhibitors of Leishmania mexicana pyruvate kinase | Q27686 | purified LmPK, Kinase-Glo ATP luminescence, 1 h | Potency, µM (series often up to 57.5 µM), for the others: at the top dose activity change, negative = inhibition, hits mostly inhibitors | 290,000 tested, 0.37% active; also: potency is read from the fitted curve at half-maximal effect
# Target sequence (Q27686 whole entry, looked up): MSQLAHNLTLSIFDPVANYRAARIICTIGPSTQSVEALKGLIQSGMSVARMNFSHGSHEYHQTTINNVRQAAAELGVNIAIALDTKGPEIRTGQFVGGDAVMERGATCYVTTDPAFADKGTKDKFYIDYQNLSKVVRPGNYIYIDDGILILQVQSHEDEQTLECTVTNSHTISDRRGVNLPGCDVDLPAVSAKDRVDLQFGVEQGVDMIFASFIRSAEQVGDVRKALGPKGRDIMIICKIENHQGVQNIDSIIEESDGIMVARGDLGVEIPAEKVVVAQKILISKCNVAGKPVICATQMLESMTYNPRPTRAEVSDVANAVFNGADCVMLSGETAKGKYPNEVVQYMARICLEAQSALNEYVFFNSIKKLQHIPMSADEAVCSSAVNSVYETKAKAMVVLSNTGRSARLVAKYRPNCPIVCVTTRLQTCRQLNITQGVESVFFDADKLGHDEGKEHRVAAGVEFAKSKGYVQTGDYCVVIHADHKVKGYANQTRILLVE
#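 ATP generated from ADP (0.1 mM) and PEP (0.5 mM) by 0.1 nM LmPK over 1 h at room temperature (pH 7.2 imidazole buffer) was detected by coupled luciferase luminescence. Values were normalized to uninhibited and no-enzyme wells.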
# AMA1 RON2 block – AMA1-RON2 (P. falciparum) interaction inhibition | AlphaScreen AMA1-biotinylated RON2 peptide binding | AID 720542 | 360,000 tested, 0.2% active | Potency, µM (top dose mostly 58.2 µM), for the others: top-dose activity change, negative = inhibition, actives largely listed as inhibitors;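 also: potency is read from the fitted curve at half-maximal effect; 0% = vehicle wells and -100% = peptide control; nearly all actives have a fitted effect of over 45% in size; some results filed as inactive show a strong effect at the top dose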
#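 AMA1 (3D7) with his tag at 25 nM final met compounds first, then biotinylated RON2 peptide at 25 nM; detection used donor plus acceptor beads, 10 µg/mL apiece, read by AlphaScreen after 30 min at room temperature.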
# Sm TGR block – S. mansoni TGR enzyme inhibition. purified TGR, DTNB reduction, TNB absorbance 405 nm. Potency, µM (doses to about 114 µM), for the others: top-dose activity change, negative = inhibition, hits mostly inhibitors. Q962Y6. AID 485364. 360,000 tested, 3% active; also: potency is read from the fitted curve at half-maximal effect; nearly all actives have a fitted effect of over 60% in size
#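 TGR 20 nM + NADPH 100 uM (dispensed conc.), cpd preinc 15 min RT; start with NADPH (500 uM addition) then DTNB (15 mM addition). Kinetic TNB absorbance, 405 nm filter. Four-parameter Hill fit across titration.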
# The depositor's hits bear a star; u = inconclusive; x = not tested or not shown; & = joins results of further samples; [ ] = dose if it differs, or a comment. Unless noted, calls follow the shape of the dose curve; as a rule, active = well fitted curve in the direction sought with a large enough effect; inconclusive = small, poorly fitted or top-dose-only effect, or another doubt; inactive = no such curve, though single readings can be large; an effect the other way counts as inactive or inconclusive. Unless noted, % is scaled to controls: 0 for no effect and ±100 for the full control effect.
no.	Molecule	AmpC inh detg	AmpC inh no detg	HCMV antiviral	TbPYK inhibitor	LmPK inh	AMA1 RON2 block	Sm TGR block
1	COC(=O)c1ccc(Cn2c(SCc3ccccc3)nc3ccncc32)cc1	4%	x	22	4%	x	x	-2%
2	CC(OC(=O)c1ccc2c(=O)n3c(nc2c1)CCCCC3)C(=O)Nc1ccc(F)cc1Cl (stereo unspecified)	-13%	-23%	-27	-8%	2%	-3%	-1%
3	CCOC(=O)C1=C(N)OC2=C(C(=O)CCC2)C1c1ccco1 (stereo unspecified)	4%	16%	18	-11%	7%	-5%	-2%
4	Cc1ccccc1OCC(=O)N(Cc1ccc(C(C)C)cc1)C1CCS(=O)(=O)C1 (stereo unspecified)	-1%	x	5	1%	x	x	-1%
5	Cc1ccccc1N1C(S)=C(C#N)C(=O)NC12CCCCC2	7%	-15%	13	-18%	6%	11%	7%
6	CC(C)(C)S(=O)(=O)/C(C#N)=N/Nc1ccc(S(C)(=O)=O)cc1	11%	-13%	20	-6%	2%	5%	4%
7	NC(=O)NN=C1CC2CC1C1C=CCC21 (stereo unspecified)	x	x	-4	0%	x	0%	x
8	COc1ccc(-c2nc3ccccc3nc2-c2ccccc2)cc1OC	-11%	145%[activator]	2	1%	-3%	-1%	-1%
9	Cc1ccccc1N=Cc1ccc[nH]1	x	x	-9	-4%	x	0%	x
10	CC(C)N1C(=O)CCC1C(=O)N1CCN(c2ccccn2)CC1 (stereo unspecified)	-8%	-14%	10	2%	1%	3%	-12%
11	O=C(c1ccc(C(F)(F)F)cc1)N1CCC(=O)N(C(CO)Cc2ccccc2)CC1 (stereo unspecified)	x	x	7	1%	x	13%	x
12	COc1ccc(-c2csc(NC(=O)c3ccccc3Br)c2C(=O)O)cc1	-7%	-28%	-36	20%	5%	-3%	-32%
13	COc1ccccc1NC(=O)Cc1noc(CSc2nnc(C)n2C)n1	0%	5%	6	-5%	6%	1%	6%
14	Nc1nonc1-n1nnc(C(=O)N/N=C/c2ccoc2)c1CSc1ccc(Cl)cc1	-4%	-46%	0	-1%	10%	52%[activator]	-28%
15	CCC12C(=O)C(CC)(C(c3ccccc3)=C1c1ccccc1)[C@@H]1C(=O)N(c3ccc(C)cc3)C(=O)C12 (stereo partly specified)	-11%	-16%	-9	-2%	-4%	15%	1%
16	Cc1cc(N(CCO)CCO)ccc1N=Nc1cc(F)ccc1F	-2%	91%[activator]	-12	5%	-6%	u	-15%
17	COc1ccc(NS(=O)(=O)c2cc(N)ccc2N2CCCCC2)cc1	-5%	-25%	-34	-3%	x	-4%	-12%
18	CC(=O)Nc1cccc(C(=O)OCC(=O)N2CCC(c3ccccc3)=N2)c1	u	96%[activator]	22	-4%	x	-7%	-5%
19	Cc1ccc(-c2cc(C(=O)Nc3c(C)n(C)n(-c4ccccc4)c3=O)[nH]n2)c(O)c1	-13%	-11%	46	2%	-4%	89%[activator]	0%
20	O=S(=O)(c1ccc(Cl)cc1)n1cnc2ccccc21	-13%	-18%	18	3%	3%	0%	-10%
21	Cc1ccccc1OCC(=O)NCCCNC(=O)c1ccncc1	-9%	2%	2	0%	1%	0%	0%
22	Oc1c(CN2CCN(c3ccccc3)CC2)cc(Br)c2cccnc12	u	-9%	-70*	3%	-3%	86%[activator]	40µM*
23	CN1CCN(c2oc(-c3ccc(COc4ccccc4)o3)nc2C#N)CC1	3%	x	-12	6%	x	x	-3%
24	Cc1nnc(N2CCCC(C(=O)NCc3cccc(F)c3)C2)c2nn(-c3ccccc3)c(C)c12 (stereo unspecified)	-5%	163%[activator]	u	-1%	4%	-3%	-14%
25	CCCCn1cnc2c(SCCc3ccccc3)nc(N)nc21	x	x	17	3%	x	-21%	x
26	Cc1ncc[nH]1	-7%	-1%	0	0%&0%	x	-5%	-33%
27	CCc1ccc(NC(=O)Cn2nc(C)n3cccc3c2=O)cc1	-2%	-5%	-8	4%	-3%	7%	5%
28	CCC1CCC(C(=O)NC(C(=O)NCCc2ccc(S(N)(=O)=O)cc2)C(C)C)CC1 (stereo unspecified)	-6%	-17%	u	1%	3%	-18%	9%
29	CCC(C)CNC(=O)c1cccc(OC2CCN(CC(C)(C)C)CC2)c1 (stereo unspecified)	x	x	5	6%	x	-1%	x
30	Cc1ccc(C=C2C=C(c3ccccc3)OC2=O)cc1	x	x	9	5%	x	-10%	x
31	COc1ccc(Cl)c(OC)c1C(=O)NC(=O)Nc1nc(C)nc(C)n1	0%	9%	28	-5%	-1%	-10%	0%
32	Cc1nc2ccccc2c(=O)n1-c1ccc(Cl)c(Cl)c1	u	-4%	48	-1%	-4%	-3%	15%
33	Cc1ccc(OCC(=O)N/N=C/c2cccn2C)cc1C	3%	1%	-3	4%	4%	0%	10%
34	Cc1ccc(CNC(=O)CCCn2c(=O)c3ccccc3n(CC(=O)Nc3ccc(C)cc3)c2=O)cc1	14%	x	11	2%	x	x	0%
35	COC(=O)c1cc(NC(=O)c2ccc3c(c2)N(Cc2cccc(Cl)c2)C(=O)c2ccccc2S3=O)cc(C(=O)OC)c1 (stereo unspecified)	-5%	x	-4	-2%	x	x	-2%
36	Cc1c(Cl)cccc1NC(=O)NCCCN1CCCC1=O	-2%	9%	3	-1%	0%	-3%	0%
37	CCOC(=O)COc1c(/C=N\O)cc(Cl)cc1OC	3%	-23%	-26	3%	9%	4%	5%
38	CCN(C(=O)COC(=O)CN1C(=O)c2ccccc2C1=O)c1ccccc1	x	4%	-11	0%	x	-1%	x
39	Cc1c(C(=O)NCc2cccc(C(F)(F)F)c2)sc(=O)n1Cc1ccccc1F	x	x	-23	1%	x	-10%	x
40	CN1c2ccccc2C(=O)NC1c1ccc([N+](=O)[O-])s1 (stereo unspecified)	1%	-31%	-10	0%	5%	22%	-20%
41	CC1CC2(CCCC2)N(C(=O)c2ccccc2)Cc2ccccc21 (stereo unspecified)	-7%	-26%	12	3%	-1%	16%	2%
42	O=C(c1ccc(F)cc1)N1CCC(c2nc3ccccc3s2)CC1	0%	x	-10	3%	x	x	-1%
43	Cc1nnc(SCC(=O)NNC(=O)C(C)C)[nH]c1=O	-14%	-10%	-26	-5%	-3%	8%[2.32 µM]	1%
44	O=C(Nc1ccc(N2CCN(C(=O)c3ccccc3)CC2)c(Cl)c1)c1ccc(Br)o1	-7%	-5%	-68*	3%	-5%	11%	-23%
45	COc1ccc(NC(=S)/N=C(\N)Nc2nc(C)c3ccccc3n2)cc1	7%	-29%	47	-10%	3%	22%	10%
46	COCCn1c(SCC(=O)NNC(=O)Cc2ccccc2)nc2ccccc2c1=O	u	-14%[11.4 µM]	-23	1%	5%	71%[activator]	-4%
47	CCC(=O)Nc1ccc2c(c1)nc(CCN1CCCCC1)n2C	1%	-2%	21	-1%	0%	-12%	8%
48	CC(c1ccco1)N(C(=O)C12CC3(C)CC(C)(CC(C)(C3)C1)C2)c1ccccn1 (stereo unspecified)	-2%	-3%	-20	3%	-3%	2%	-4%
49	COC(=O)c1ccccc1Oc1ccc(NC(=O)CCCl)cc1	1%	-20%	u	4%	4%	5%	1%
50	[N-]=[N+]=CC(=O)CC(c1ccccc1)N1C(=O)c2ccccc2C1=O (stereo unspecified)	2%	-6%	-8	5%	2%	7%	-4%
51	COc1ccc(CCC(=O)NCc2cn3ccsc3n2)cc1	x	x	25	4%	x	6%	x
52	CCc1nn(CC(=O)N2CCC(C)CC2)c(=O)c2cc3occc3n12	12%	x	-11	1%	x	x	5%
53	CCNC(=O)C1(C)CCN1CCC(=O)c1ccc(Br)cc1 (stereo unspecified)	x	x	19	-6%	x	-6%	x
54	CCS(=O)(=O)N1CCC(N2CCN(c3ccccc3)CC2)CC1	-17%	-21%	13	-10%	4%	1%	-22%
55	O=C(O)c1ccc(C(=O)c2ccc3c(c2)C(=O)N(CC2CCCO2)C3=O)cc1 (stereo unspecified)	u	-21%	-8	0%	-1%	8%	6%[57.1 µM]
56	CC(C)(C)OC(=O)N1CCC(c2c(C(=O)NCCN3CCC(Cc4ccccc4)CC3)cnn2-c2cccc(Cl)c2)CC1	29%	x	-100*	2%	x	x	8%
57	Cc1sc2ncnc(Sc3ccccc3C(=O)Nc3ccc(C#N)cc3)c2c1C	-6%	-24%	u	36%[activator]	0%	-12%	6%
58	Cc1ccc(C(=O)Nc2ccccc2Cl)cc1	-14%	-12%	155	-5%	-20%	21%	2%
59	O=C(NC(=S)N1CCCCC1c1cccnc1)c1ccc(F)cc1 (stereo unspecified)	-8%	-24%	-5	0%	-12%	90%[activator]	-28%
60	COc1ccccc1CNS(=O)(=O)c1ccc(-n2cnnn2)c(C)c1	0%	3%	u	-14%	-3%	-1%	13%

# (more compounds)
no.	Molecule	AmpC inh detg	AmpC inh no detg	HCMV antiviral	TbPYK inhibitor	LmPK inh	AMA1 RON2 block	Sm TGR block
61	O=C(Nc1ccccc1)[C@@H]1CC=C[C@@H]2CCN(Cc3ccc(Cl)c(Cl)c3)C(=O)[C@@H]21	x	x	-23	0%	x	3%	x
62	COc1ccccc1NS(=O)(=O)c1cc(NC(=O)Nc2ccccc2)ccc1N1CCCCC1	-5%	-51%	-24	-20%	0%	13%	-7%
63	COc1ccccc1N1CCN(CCc2ccccc2)CC1	u	-9%	-27	-13%	-7%	-4%	7%
64	O=C(NCCO)c1cc2ccccc2cc1O	-10%&8%	-21%&-16%	8	-2%	-1%&3%	9%	0%&-3%
65	O=[N+]([O-])c1c(Nc2ccccc2O)ccc2nonc12	u	-30%	-29	4%	-10%	-4%	5%
66	Cc1ccc(OCCC(=O)OCC(=O)NC(=O)c2ccccc2)cc1	-2%	-16%	-16	4%	x	-4%	2%
67	O=C(C1CCCC1)N(c1ccccc1)C1C=CS(=O)(=O)C1 (stereo unspecified)	u	-19%	-5	3%	1%	3%	-5%
68	Cc1cc2cc3c(cc2nc1SCC(=O)Nc1ccccc1)CCC3	-3%	-10%	-15	16%	-2%	5%	5%

# Profiles, quoted from the list:
# `O=C(Nc1ccccc1)[C@@H]1CC=C[C@@H]2CCN(Cc3ccc(Cl)c(Cl)c3)C(=O)[C@@H]21` across the screens: AmpC inh detg: x; AmpC inh no detg: x; HCMV antiviral: -23; TbPYK inhibitor: 0%; LmPK inh: x; AMA1 RON2 block: 3%; Sm TGR block: x
# `O=C(NCCO)c1cc2ccccc2cc1O` across the screens: AmpC inh detg: -10%&8%; AmpC inh no detg: -21%&-16%; HCMV antiviral: 8; TbPYK inhibitor: -2%; LmPK inh: -1%&3%; AMA1 RON2 block: 9%; Sm TGR block: 0%&-3%
